# Screening results deposited in PubChem BioAssay by National Center for Advancing Translational Sciences (NCATS).
# Pf growth 48h – inhibits P. falciparum growth in the first generation, 48 h. P. falciparum luciferase growth in erythrocytes, 48 h. Potency, µM (top dose mostly 28.7 µM), for inactives: at the top dose activity change, negative = inhibition, actives largely listed as inhibitors. 310,000 compounds, 5.9% hits. AID 504832; note: potency is the fitted concentration of half-maximal effect; % is set by controls: 0 for no effect and ±100 for the full control effect
#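 Erythrocytes infected with P. falciparum carrying an integrated firefly luciferase reporter (2% hematocrit, 0.1% parasitemia final) were exposed to compounds in RPMI 1640 with 0.5% Albumax at 37 C, 5% CO2. Growth inhibition was scored as reduced luminescence.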
# AMA1 RON2 block – AMA1-RON2 (P. falciparum) interaction inhibition. Potency, µM (series often up to 58.2 µM), for inactives: at the highest dose activity change, negative = inhibition, actives largely listed as inhibitors. AlphaScreen AMA1-biotinylated RON2 peptide binding. 360,000 compounds, 0.2% hits;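 note: potency is the fitted concentration of half-maximal effect; 0% = vehicle wells and -100% = peptide control; nearly all actives have a fitted effect of over 45% in size; some results filed as inactive show a strong effect at the top dose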
#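 AMA1 (3D7) with his tag at 25 nM final met compounds first, then biotinylated RON2 peptide at 25 nM; detection used donor plus acceptor beads, 10 µg/mL apiece, read by AlphaScreen after 30 min at room temperature.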
# CHX counter – counter-screen hit for Shiga toxin inhibitors, cycloheximide; cell reporter, cycloheximide protein synthesis inhibition counterscreen; max response, %; 300,000 compounds, 12% hits; in the data active = max response mostly above about 13%, no sharp cut-off; inactive = mostly below about 14%; note: read at 38.3 µM for the half of the compounds with a filed dose; 0% is about no effect
# Tb PYK inh – inhibitors of Trypanosoma brucei pyruvate kinase; Q57TT1; TbPYK enzyme, Kinase-Glo Plus ATP luminescence, 45 min; Potency, µM (highest dose often 76.8 µM), without a hit: top-dose activity, negative = inhibition, hits mostly inhibitors; 410,000 compounds, 0.12% hits; AID 624173; note: potency is the fitted concentration of half-maximal effect; % is set by controls: 0 for no effect and ±100 for the full control effect; nearly all actives have a fitted effect of over 50% in size
#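 Quantitative HTS: titrated library compounds versus trypanosomal pyruvate kinase in TEA buffer (pH 7.2) containing KCl, MgCl2, BSA and Tween-20. Reactions were initiated with ADP, 130 uM final. Kinase-Glo Plus luminescence was read after 45 min at RT.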
# Pf growth 96h – P. falciparum growth inhibition at 96 hours | P. falciparum luciferase reporter growth, 96 h | Potency, µM (doses to about 28.7 µM), for the others: at the top dose activity change, negative = inhibition, actives largely listed as inhibitors | 320,000 compounds, 6.9% hits; note: potency is the fitted concentration of half-maximal effect; % is set by controls: 0 for no effect and ±100 for the full control effect
#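 Two parasite generations (96 h, 37 C, 5% CO2) of compound exposure in infected erythrocytes (0.05% parasitemia, 2% hematocrit). Luciferase-reporter P. falciparum; decreased luminescence indicates inhibited growth, aimed at apicoplast-acting delayed death.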
# LmPK inhibitor – blocks Leishmania mexicana pyruvate kinase activity; Q27686; purified LmPK, Kinase-Glo ATP luminescence, 1 h; Potency, µM (series often up to 57.5 µM), without a hit: at the highest dose activity change, negative = inhibition, actives largely listed as inhibitors; 290,000 compounds, 0.37% hits; AID 1721; note: potency is the fitted concentration of half-maximal effect; % is set by controls: 0 for no effect and ±100 for the full control effect
# Target sequence (Q27686 whole entry, looked up): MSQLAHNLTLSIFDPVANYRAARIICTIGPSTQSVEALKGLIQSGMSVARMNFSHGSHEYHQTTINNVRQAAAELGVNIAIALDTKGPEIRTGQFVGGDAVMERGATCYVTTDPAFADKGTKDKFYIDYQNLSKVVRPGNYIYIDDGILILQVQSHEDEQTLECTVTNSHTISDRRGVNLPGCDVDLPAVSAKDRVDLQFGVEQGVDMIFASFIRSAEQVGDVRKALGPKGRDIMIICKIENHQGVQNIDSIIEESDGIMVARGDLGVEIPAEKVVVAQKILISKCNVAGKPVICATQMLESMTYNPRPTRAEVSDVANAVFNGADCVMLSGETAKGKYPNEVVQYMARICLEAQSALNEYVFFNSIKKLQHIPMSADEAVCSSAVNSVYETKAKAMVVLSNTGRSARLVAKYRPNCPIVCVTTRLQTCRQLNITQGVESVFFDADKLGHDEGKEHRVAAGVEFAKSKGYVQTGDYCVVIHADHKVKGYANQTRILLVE
#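 In 50 mM imidazole pH 7.2 with 7 mM MgCl2, LmPK (0.1 nM) turned over PEP (0.5 mM) and ADP (0.1 mM) for 1 h at room temperature. Luciferase read-out of ATP.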
# Shiga inhibitor – inhibitors of Shiga toxin in Vero cells; Vero cells, Shiga toxin protein synthesis inhibition reporter; inhibition, % at 38.7 µM; 290,000 compounds, 9.2% hits; AID 2315; in the data active = inhibition mostly above about 28%, no sharp cut-off; inactive = mostly below about 43%; note: 0% is about no effect
# Starred values were filed as active, the others as inactive; ? = inconclusive; . = no result given; [ ] = dose if it differs, or a comment. Unless noted, calls come from the whole dose curve; as a rule, active = well fitted curve in the direction sought with a large enough effect; inconclusive = small, poorly fitted or top-dose-only effect, or another doubt; inactive = no such curve, though single readings can be large; an effect the other way counts as inactive or inconclusive.
entry	Molecule	Pf growth 48h	AMA1 RON2 block	CHX counter	Tb PYK inh	Pf growth 96h	LmPK inhibitor	Shiga inhibitor
1	N#C/C(=C\c1cc2c(cc1Br)OCO2)c1ccc(C(=O)O)cc1	56.3%[activator]	-9.6%	-1.1	-4.2%	427.0%[activator]	-3.0%	-7.2
2	COCc1nnc(NC(=O)CCS(=O)(=O)c2ccccc2)s1	-19.2%	2.0%	1.2	-19.1%	19.5%	-12.4%	-2.9
3	Cc1cc(=O)oc2cc(OC(=O)c3cncc(Br)c3)ccc12	-6.3%	10.0%	-0.8	5.1%	16.2%	1.1%	-15.1
4	c1ccc(Nc2nc(-c3cccnc3)cs2)nc1	216.6%[activator]	-6.9%	57.2*	-1.0%	19.9%	-18.4%	104.4*
5	COc1ccc(N=c2scc(-c3ccc(S(=O)(=O)N4CCOCC4)cc3)n2CCCO)cc1	11.7µM*	.	2.2	.	-16.5%	0.8%	-2.7
6	O=C1NCCN(Cc2ccc(Cl)c(F)c2)C1CC(=O)N1CCCCO1 (centres undefined)	?	2.4%	-2.2	2.9%	-6.0%	2.8%	14.9
7	Cn1ncc([N+](=O)[O-])c1C(=O)N1CCCCCC1	4.4%	-10.0%	1.4	1.1%	?	4.8%	-3.5
8	O=C(CN1C(=O)CCC1=O)Nc1cccc2c1C(=O)NC2=O	-4.6%	-6.3%	-1.1	8.2%	0.0%	0.7%	-8.5
9	O=C(c1ccc(S(=O)(=O)NCc2ccco2)cc1)N1CCN(Cc2ccccc2F)CC1	?	4.0%	.	0.1%	-9.7%	.	.
10	CCOc1ccc(/C=N/Nc2ccc(C(F)(F)F)cc2[N+](=O)[O-])cc1O	?	1.9%[2.32 µM]	3.0	-4.7%	60.8%[activator]	-1.3%	12.9
11	Cc1cc(C)c(S(=O)(=O)c2cccc(Cl)c2)c(Cl)n1	10.4µM*	-24.1%	22.4	5.8%	?	-8.9%	27.0
12	Cc1ccc(NC(=O)CSc2n[nH]c(-c3ccncc3)n2)c(C)c1	11.3%	12.8%	3.8	7.8%	8.7%	-2.0%	-7.4
13	COc1cc(NS(=O)(=O)c2ccc(NC(=O)c3cccnc3)cc2)ncn1	5.0%	15.7%	-1.8	5.5%	-4.3%	-9.7%	-0.7
14	CCOc1ccc(NS(=O)(=O)c2ccc(NC(=O)C3CC3)cc2)cc1	4.4%	-20.4%	13.3	-10.3%	?	-3.6%	-14.6
15	CCN1CCN(C(=O)CCNC(=O)Cn2ccc3ccccc3c2=O)CC1	.	-6.5%	-0.4	-1.9%	?	-4.4%	-1.1
16	C=CCNC(=S)N/N=C1\CCS(=O)(=O)c2ccccc21	-4.0%[0.00184 µM]	57.2%[activator]	2.6	2.3%	-7.2%	0.6%	12.9
17	CSc1nc(N)nc(SCC(=O)OC(C)C)c1C#N	65.6%[activator]	-1.0%	5.5	3.4%	50.2%[activator]	5.7%	23.9
18	COc1ccc(C(C)=O)cc1CC(C(=O)c1ccc(C)cc1)N(C)C (centres undefined)	-13.9%	-1.3%	-3.0	5.5%	?	1.6%	-3.0
19	CN(c1ncc(C(F)(F)F)cc1Cl)n1cc(C(N)=O)c2ccccc2c1=O	.	8.7%	-2.6	1.2%	-3.8%	1.7%	-16.7
20	CCCCN(C(=O)c1ccc(C#N)cc1)c1c(N)n(CCC)c(=O)[nH]c1=O	-20.9%	-8.3%	9.8	1.4%	-0.4%	1.6%	11.7
21	COc1ccc(NC(=O)c2cnn3c(C(F)(F)F)cc(-c4ccco4)nc23)cc1OC	30.6%[activator]	-8.4%	-1.0	-7.3%	?	2.7%	22.6
22	Cc1cc(C)c(S(=O)(=O)Nc2nnc(C3CCCCC3)s2)c(C)c1	0.1%	-10.7%	0.3	1.1%	1.1%	-5.0%	13.4
23	CCOc1ccc2c(c1)[nH]c(=S)n2C	0.0%	25.1%	-2.2	?	?	-11.7%	6.4
24	CCCc1cc2c(cc1NC(=O)c1ccccc1C)OCO2	?	-7.3%	6.2	5.8%	11.3%	-2.3%	11.5
25	CN(C(=O)c1cccc(C#CC(C)(C)O)c1)C1CCCN(Cc2ccccc2F)C1 (centres undefined)	-9.1%	-3.0%	-2.0	-1.1%	0.0%	-2.1%	-2.2
26	Cc1cccc(NC(=O)CCCN2C(=O)c3cccc4cccc(c34)C2=O)c1	25.9%	-8.6%	4.6	-4.8%	112.5%[activator]	0.4%	103.4
27	Cc1cnc2c(C(=O)O)cnn2c1	-2.9%	-18.1%	1.4	4.1%	13.5%	-1.9%	-10.5
28	CCCOc1ccc(-c2nn(-c3ccccc3)cc2/C=C2\SC(=S)N(C3CCS(=O)(=O)C3)C2=O)cc1 (centres undefined)	4.5%	-1.0%	-1.1	0.5%	0.0%	1.5%	1.8
29	CC1CC(=O)N(CC(=O)Nc2cccc(F)c2)c2ccccc2S1(=O)=O (centres undefined)	7.3%	4.2%	-4.7	-6.8%	18.4%	-4.6%	1.7
30	O=C(/C=C/c1cc([N+](=O)[O-])ccc1OC(F)F)Nc1cccc([N+](=O)[O-])c1	?	-0.3%	-3.9	-10.1%	?	-0.6%	2.0

# As entered above:
# Tb PYK inh result of COc1ccc(NC(=O)c2cnn3c(C(F)(F)F)cc(-c4ccco4)nc23)cc1OC → -7.3%
# Pf growth 96h result of Cc1cnc2c(C(=O)O)cnn2c1 → 13.5%

# The list continues:
entry	Molecule	Pf growth 48h	AMA1 RON2 block	CHX counter	Tb PYK inh	Pf growth 96h	LmPK inhibitor	Shiga inhibitor
31	COC(=O)C(C)Oc1cc(OC(C)C(=O)OC)c2c(C)c(Cl)c(=O)oc2c1 (centres undefined)	-3.2%	-6.9%	12.3	0.6%	26.6%	-4.9%	2.3
32	COc1cc(C(=O)N/N=C/c2cn(Cc3ccccc3)c3ccccc23)ccc1O	-19.9%	-3.3%	14.5	-0.1%	6.2%	4.8%	23.5
33	CC(C)CCN(C(=O)c1cc(=O)[nH]c2ccccc12)c1c(N)n(Cc2ccccc2)c(=O)[nH]c1=O	?	4.3%	.	-10.0%	-53.9%	.	.
34	CCOc1ccc(-c2nn[nH]n2)cc1	29.6%	10.0%	7.3	-1.6%	1.3%	-3.1%	-8.2
35	Nc1nc2ccccc2nc1N	31.8%[activator]	9.8%	13.9*	3.4%	32.5%[activator]	-9.6%	27.7*
36	Cc1ccc(C(=O)N2C(=O)C(c3ccccc3)Oc3ccccc32)cc1 (centres undefined)	12.0%	-1.4%	-2.4	-7.6%	26.5%	2.6%	14.9
37	CC(C)C(=O)N1CCN(c2ccc(NC(=O)c3ccc4c(c3)OCCO4)cc2)CC1	-17.4%	2.5%	-0.9	0.1%	0.0%	2.6%	2.2
38	CCc1ccccc1NC(=O)CC(NCc1ccccc1)C(=O)O (centres undefined)	20.0%	-2.7%	-5.5	1.4%	26.1%	1.1%	-4.4
39	Cc1ccc(C)c(CN2C(=O)c3ccccc3S(=O)c3ccc(C(=O)N4CCN(c5ccccn5)CC4)cc32)c1 (centres undefined)	11.7µM*	?	10.1	-1.4%	?	1.1%	1.3
40	Cc1nc(Nc2ccc(Cl)cc2Cl)sc1C(=O)Nc1ccccc1	?	4.7%	-1.2	2.9%	11.7µM*	0.4%	-7.1
41	Cc1ccccc1Cn1nc(C)c(NC(=O)C2(C)CC2(Cl)Cl)c1C (centres undefined)	1.8%	10.0%	-1.7	-7.7%	?	-8.4%	-3.2
42	COCCn1nnnc1C(c1cc2cc(C)ccc2[nH]c1=O)N1CCc2ccccc21 (centres undefined)	.	-11.4%	-6.4	8.0%	?	-2.9%	-4.2
43	Cc1ccc2oc3c(c(=O)c2c1)C(c1cccc(O)c1)N(c1ccccn1)C3=O (centres undefined)	25.6%	-8.1%	3.1	2.8%	16.1%	5.8%	12.8
44	CCc1nc(SCc2ccc(Br)cc2)n[nH]1	76.7%[activator]	26.6%	25.9*	4.4%	-7.1%	-1.5%	115.7*
45	COCCn1c(-c2ccccc2F)n[nH]c1=S	-10.1%	2.5%	0.4	?	?	-0.8%	-13.6
46	Cc1ccccc1NS(=O)(=O)c1cc(C(=O)N2CCCC2)ccc1Cl	-28.6%	-0.1%	13.3	-5.5%	10.8%	3.0%	-4.0
47	COc1cc(F)ccc1S(=O)(=O)n1c(C)nc2ccccc21	?	0.4%	3.4	-13.9%	?	-1.7%	.
48	COc1cc(Cn2c(-c3nonc3N)nc3ccccc32)ccc1C	?	0.5%	-2.3	0.3%	6.1%	4.6%	-10.5
49	O=C(O)c1ccc(-n2cccc2/C=C2/NC(=O)N(c3ccccc3)C2=O)cc1	4.1%	1.6%	-1.5	-11.6%	17.1%	5.5%	-4.0
50	COc1ccc(-c2csc(NC(=O)CN3C(=O)NC4(CCCC4)C3=O)n2)cc1	10.7%	1.4%	.	-2.0%	29.2%	.	.
51	CCCOc1ccccc1OCC(=O)Nc1ccc(S(=O)(=O)N2CCCC2)cc1	-16.5%	-10.8%	.	-2.5%	?	.	.
52	Cc1ccc(CNC(=O)C2CCCN(S(=O)(=O)c3ccc(F)cc3)C2)cc1 (centres undefined)	12.0%	1.2%	5.3	-4.4%	?	-1.3%	24.8
53	O=C(Cc1ccccc1Cl)NCc1cccnc1	-9.0%	0.9%	-0.8	2.9%	0.0%	-0.9%	.
54	CCCC(=O)Nc1nc(-c2ccc(Cl)s2)cs1	50.1%[activator]	2.5%	38.2*	-1.2%	114.9%[activator]	-2.2%	28.0
55	COc1ccccc1S(=O)(=O)CC(O)COc1ccc(F)cc1Cl (centres undefined)	14.3%	-0.9%	10.1	0.2%	-0.2%	-1.0%	-9.2
56	CCOC(=O)c1c[nH]c2c(C)ccc(Cl)c2c1=O	?	2.0%	1.0	-21.8%	-2.3%	1.9%	-4.4
57	CCOc1ccccc1NC(=O)c1nc[nH]c1C(=O)Nc1ccccc1OCC	33.2%[activator]	1.1%	-1.3	-1.7%	13.8%	1.8%	-14.5
58	COc1ccccc1C(=O)Nc1ccc(C(=O)c2ccccc2)cc1	-28.2%	14.0%	27.3*	4.2%	-2.4%	-1.4%	61.9*
59	CCc1ccc(N(C(=O)CNC(=O)c2cccs2)C(C(=O)NC(C)(C)C)c2cc(OC)c(OC)c(OC)c2)cc1 (centres undefined)	?	3.1%	-1.7	2.5%	?	-2.4%	2.4
60	Cc1ccc(NC(=O)C2C(C(=O)O)C3C=CC2C32CC2)cc1 (centres undefined)	0.8%	-6.5%	1.6	20.6%	.	3.9%	-11.5
61	Fc1ccc(CNc2ncnc3cc(Cl)ccc23)cc1	?	6.2%	3.0	-20.0%	?	-0.7%	-3.8
62	CCCCn1nnc(NC(=O)c2ccc(-c3ccccc3[N+](=O)[O-])o2)n1	-13.5%	-6.6%	27.5*	6.9%	8.28µM*	-1.9%	49.5*
63	Cc1nc(NCCc2cnc[nH]2)c2oc3ccccc3c2n1	?	-14.7%	-2.0	-10.3%	16.9%	-3.6%	1.5
